# Screening data: PubChem, National Center for Advancing Translational Sciences (NCATS)
# PI4K2A inh: inhibitors of human PI4K2A; purified PI4K2A, ADP-Glo luminescence, 1 h; active compounds read low; 0.13% of 420,000 active; activity change, negative = inhibition, % at 76.9 µM; AID 1346378; in the data active means activity change below about -50%; inconclusive means mostly about -30% to -49%;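 further: -100% = wells without enzyme as full effect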
#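 ADP-Glo luminescence measured ADP generated by PI4K2A enzyme (4 ug/mL before mixing) with 1.2 mM PI substrate (pre-mix) and 300 microM ATP (pre-mix). Tris pH7.5 buffer with MgCl2, Triton X-100; 1 h reaction at ambient temperature.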
# USP1 inh: inhibitors of human USP1/UAF1 deubiquitinase; O94782; recombinant USP1/UAF1, Ub-Rhodamine cleavage fluorescence; Potency, µM (titrated, usually from 57.1 µM), for the others: at the top dose activity change, negative = inhibition, hits mostly inhibitors; 0.23% of 390,000 active; AID 743255; further: potency means the concentration at half of the fitted maximal effect; on the % scale 0 is the no-effect control and ±100 the full control effect; nearly all actives have a fitted effect of over 60% in size; inactives centre near -12
#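 In this screen, compounds sit with the deubiquitinase complex (1nM) for 15 min at room temperature before Ub-Rho is added at 150nM final. Fluorescence rise is then followed for 6 reads every 60 seconds.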
# rTrxR1 inhibitor: inhibitors of rat thioredoxin reductase 1. O89049. recombinant rTrxR1, NADPH fluorescence consumption, selenite substrate. Potency, µM (highest dose often 114 µM), without a hit: at the top dose activity change, negative = inhibition, hits mostly inhibitors. 1% of 390,000 active. AID 588453; further: potency means the concentration at half of the fitted maximal effect; on the % scale 0 is the no-effect control and ±100 the full control effect; nearly all actives have a fitted effect of over 65% in size
# Target sequence (O89049 whole entry, looked up): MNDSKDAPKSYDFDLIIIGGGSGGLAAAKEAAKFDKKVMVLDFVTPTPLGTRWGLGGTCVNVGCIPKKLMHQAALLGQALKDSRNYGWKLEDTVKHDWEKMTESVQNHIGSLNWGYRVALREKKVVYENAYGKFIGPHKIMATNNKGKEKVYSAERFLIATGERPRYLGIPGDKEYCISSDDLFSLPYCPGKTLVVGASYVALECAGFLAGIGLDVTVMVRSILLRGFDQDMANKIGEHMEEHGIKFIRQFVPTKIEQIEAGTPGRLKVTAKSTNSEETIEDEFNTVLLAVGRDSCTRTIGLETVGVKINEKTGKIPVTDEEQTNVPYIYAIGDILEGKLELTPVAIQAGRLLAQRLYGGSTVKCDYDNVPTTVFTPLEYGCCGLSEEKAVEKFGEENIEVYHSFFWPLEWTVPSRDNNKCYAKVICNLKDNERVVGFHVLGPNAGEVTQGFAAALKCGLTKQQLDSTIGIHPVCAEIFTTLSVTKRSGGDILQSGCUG
#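 Rat TrxR1 (90 nM in the dispensed reagent) was pre-reduced with 400 uM NADPH for 5 min at room temperature, then incubated with compound for 15 min. After 400 uM selenite was added, NADPH fluorescence (Ex 340/Em 450 nm) was followed for 8 min.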
# PGK inhibitor: blocks T. brucei phosphoglycerate kinase; PGK/GAPDH coupled, Kinase-Glo luminescence, 60 min; Potency, µM (highest dose often 57.5 µM), for the others: at the top dose activity change, negative = inhibition, actives largely listed as inhibitors; 0.043% of 380,000 active; further: potency means the concentration at half of the fitted maximal effect; on the % scale 0 is the no-effect control and ±100 the full control effect; nearly all actives have a fitted effect of over 60% in size
# Target sequence (P07378 whole entry, looked up): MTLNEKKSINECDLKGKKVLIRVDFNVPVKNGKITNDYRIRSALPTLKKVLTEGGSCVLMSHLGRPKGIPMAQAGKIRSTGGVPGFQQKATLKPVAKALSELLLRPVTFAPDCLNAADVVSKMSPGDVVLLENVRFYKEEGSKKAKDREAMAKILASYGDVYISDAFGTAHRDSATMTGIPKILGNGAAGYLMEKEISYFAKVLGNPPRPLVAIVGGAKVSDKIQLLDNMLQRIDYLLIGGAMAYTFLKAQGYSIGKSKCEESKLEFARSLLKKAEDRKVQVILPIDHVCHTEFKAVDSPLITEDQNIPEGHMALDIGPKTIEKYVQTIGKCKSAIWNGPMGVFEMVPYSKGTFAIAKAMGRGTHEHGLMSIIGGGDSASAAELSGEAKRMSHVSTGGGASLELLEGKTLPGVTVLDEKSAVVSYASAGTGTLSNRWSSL
#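 Recombinant glycosomal PGK reaction used 1,3-bisphosphoglycerate generated in-well by GAPDH (100nM final) in 100mM TEA pH 7.6, 5mM MgCl2, 0.01% Tween-20. After 60 minutes at room temperature, ATP was read by Kinase-Glo Plus luminescence end-point.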
# TrxR1 substrate: substrates of rat thioredoxin reductase 1 | 0.01% of 390,000 active | purified TrxR1 substrate turnover, NADPH consumption readout | O89049 | Potency, µM (doses to about 114 µM), for the others: at the top dose activity change, negative = substrate turnover | AID 588456; further: potency means the concentration at half of the fitted maximal effect; on the % scale 0 is the no-effect control and ±100 the full control effect; nearly all actives have a fitted effect of over 50% in size
#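 Rat TrxR1, dispensed at 90 nM, was prereduced with 400 uM NADPH (final) for 5 min at ~22 deg C, then incubated with compound 15 min before 400 uM selenite. A first-read NADPH fluorescence drop versus no-compound background flagged substrates.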
# Pin1 inh: human Pin1 inhibition; Q13526; AID 504891; Potency, µM (highest dose often 115 µM), inactives show at the top dose activity, negative = inhibition, hits mostly inhibitors; Pin1 FP peptide displacement, HiFluor488, 10 min; 0.009% of 390,000 active; active means well fitted inhibition curve with a large enough effect in the polarisation, with a control signal flat, not every such curve was filed as active; inconclusive means small, poorly fitted or top-dose-only effect, or effect the other way, or a change in a side signal; inactive means no such curve, though single readings can be large or run the other way; the % refers to the polarisation; further: potency means the concentration at half of the fitted maximal effect; on the % scale 0 is the no-effect control and ±100 the full control effect
# Target sequence (Q13526 whole entry, looked up): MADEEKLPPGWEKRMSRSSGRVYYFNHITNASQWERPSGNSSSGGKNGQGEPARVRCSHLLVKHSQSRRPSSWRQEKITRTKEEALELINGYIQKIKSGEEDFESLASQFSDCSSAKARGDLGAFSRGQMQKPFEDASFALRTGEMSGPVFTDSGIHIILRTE
# GLS inhibitor: glutaminase GLS (human) inhibition. O94925. AID 624170. 0.21% of 410,000 active. GLS enzymatic activity, qHTS titration. Potency, µM (doses to about 45.5 µM), for inactives: at the highest dose activity change, negative = inhibition, hits mostly inhibitors; further: potency means the concentration at half of the fitted maximal effect; on the % scale 0 is the no-effect control and ±100 the full control effect
#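 hKGA; 45 mM KH2PO4 pH 8.2 + 0.02% Tween-20; cpd via pin tool; 1 mM Gln soln; GluOx/HRP/Amplex Red; RT 30 min; fluor. t0 & final.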
# HP1b binding inh: HP1-beta chromodomain-methylated histone interaction inhibition. Potency, µM (top dose mostly 114 µM), for the others: at the highest dose activity change, negative = inhibition, usual class: inhibitors. AlphaScreen HP1-beta / biotin-H3K9me3 peptide binding. P83916. 0.56% of 390,000 active; further: potency means the concentration at half of the fitted maximal effect; nearly all actives have a fitted effect of over 70% in size; inactives centre near 23
#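 Compound inhibition of the preformed complex between 50 nM HP1-beta and 50 nM biotinylated H3K9me3 peptide was read by AlphaScreen. Buffer was PBS pH 7.4 with 0.01% Tween-20. Incubations ran 30 min at room temperature, with 10 ug/mL donor/acceptor beads.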
# mIDH1 inhibitor: blocks human mutant IDH1 R132H enzyme; 0.093% of 390,000 active; O75874; Potency, µM (top dose mostly 76.6 µM), for the others: at the highest dose activity change, negative = inhibition, actives largely listed as inhibitors; IDH1-R132H enzyme, NADPH consumption, diaphorase/resazurin fluorescence; further: potency means the concentration at half of the fitted maximal effect; on the % scale 0 is the no-effect control and ±100 the full control effect; nearly all actives have a fitted effect of over 65% in size
#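 IDH1-R132H (0.5 ug/mL dispensed) in pH 7.5 Tris buffer was preincubated 30 min with compound, then given a substrate mix of 0.016 mM NADPH and 2 mM alpha-KG for 80 min at room temperature; remaining NADPH was read by diaphorase/resazurin fluorescence.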
# * marks the source's active call; other numbers are inactive results; i = inactive; ? = inconclusive; . = no result given; [ ] = dose if it differs, or a comment. Unless noted, the call rests on the fitted dose curve; in most records, active means well fitted curve in the direction sought with a large enough effect; inconclusive means small, poorly fitted or top-dose-only effect, or another doubt; inactive means no such curve, though single readings can be large; an effect the other way counts as inactive or inconclusive.
SMILES,PI4K2A inh,USP1 inh,rTrxR1 inhibitor,PGK inhibitor,TrxR1 substrate,Pin1 inh,GLS inhibitor,HP1b binding inh,mIDH1 inhibitor
Cc1cc2ccccc2cc(C)c1=O,8,-3%,9%[57.1 µM],0%,12%[57.1 µM],5%,4%,33%,-3%
CSCCC(NS(=O)(=O)c1ccc2c(c1)oc(=O)n2C)C(=O)N1CCN(c2cccc(Cl)c2)CC1 (centres undefined),3,-22%,25%[57.1 µM],8%,-2%[57.1 µM],3%,3%,14%,-5%
Cc1nc2ccn(Cc3ccccc3)c(=O)c2cc1C(=O)NCc1ccccc1F,-4,-18%,19%[57.1 µM],i,24%[57.1 µM],-2%,8%,63%[activator],5%
COc1ccc(-c2nc(C#N)c(N3CCC(C)CC3)o2)cc1,1,-12%,44%[activator],-8%,88%[activator],-4%,-2%,-21%,-2%
COc1ccc(OCCCC(=O)OCC(=O)Nc2ncc(Cl)cc2Cl)cc1,-2,-8%,-4%,-8%,-8%[57.1 µM],.,-4%,-16%,-7%
COCCNCCOc1ccccc1-c1ccccc1,-2,6%,-11%,0%,-6%,1%,1%,?,-2%
CCN1CCN(CC(=O)Nc2sc3c(c2C#N)CCC(C)C3)CC1 (centres undefined),-4,-19%,16%[11.4 µM],-1%,-12%[11.4 µM],0%,-2%,22%,3%
COCCN(C(=O)COC(=O)Cc1coc2cc3c(cc12)CCC3)c1c(N)n(Cc2ccccc2)c(=O)[nH]c1=O,0,-1%,-13%,-22%,-11%,9%,65%[activator],?,-2%
Cc1ccc(S(=O)(=O)N/N=C\c2cc([N+](=O)[O-])ccc2Cl)cc1,-2,-10%,-22%,-12%,5%,?,13%,5%,7%
CCCCn1c(N)c(N(CC(C)C)C(=O)C2CCCN(C(=O)c3ccc(Cl)cc3)C2)c(=O)[nH]c1=O (centres undefined),1,-19%,22%,-3%,4%,4%,-8%,17%,0%
CCNS(=O)(=O)c1ccc(NC(=S)NCc2ccco2)cc1,3,-13%,-2%[57.1 µM],i,-6%,11%,-5%,-11%,2%
N#C/C(=C(/O)COC(=O)CCC1CCCCC1)c1nc2ccccc2[nH]1,1,-16%,-12%,-12%,-3%,?,-9%,48%[activator],2%
O=C(NCc1ccco1)/C(=C/c1ccc(C(F)(F)F)cc1)c1nc2ccccc2[nH]1,-8,-8%,?,8%,3%,6%,10%,37%,-5%
CCN1C(=O)[C@H]2[C@@H](c3ccc(-c4ccc(Cl)c(Cl)c4)cc3)N[C@@](CC(C)C)(C(=O)OC)[C@H]2C1=O,-5,-15%,31%,-5%,17%[57.1 µM],1%,1%,2%,7%
Nc1ncnc2c1nc(N1CCCCC1)n2[C@@H]1O[C@H](CO)[C@@H](O)[C@H]1O,?,-1%,15%,i,10%[57.1 µM],33%[activator],0%,48%[activator],-8%
Cc1ccc(S(=O)(=O)NC(C)(C)CSc2ccccn2)cc1,-1,-12%,0%,-2%,-8%,-2%,10%,26%,7%
O=C(CN(Cc1ccco1)C(=O)c1cccc(F)c1)Nc1ccccc1C(F)(F)F,-1,-5%,10%,4%,2%,1%,4%,18%,-4%
CC(Sc1nc(-c2ccccc2)cc(C(F)(F)F)n1)C(=O)N1CCCCC1 (centres undefined),2,-1%,12%,0%,-2%,4%,4%,32%,3%
CC(C)Oc1ccc(C(=O)OCC(=O)c2ccc[nH]2)cc1,-4,-20%,-3%,i,-8%,-1%,1%,19%,7%
COc1cccc(-c2nnc(SCc3ccccn3)n2C)c1,-1,2%,22%,0%,0%,-6%,2%,39%[activator],-2%
COc1cccc(-c2nc(-c3ccc(NC(=O)Cc4ccccc4OC)cc3)no2)c1,-2,-11%,12%,i,3%,?,1%,-5%,7%
Cc1ccc(C)c(N(C(=O)CNC(=O)c2ccco2)C(C(=O)NCC2CCCO2)c2ccccc2)c1 (centres undefined),2,-1%,0%,3%,0%,-1%,0%,21%,3%
O=c1c2c(ncn2C2CCCC2)n(Cc2ccccc2)c(=O)n1CCOc1ccc(Br)cc1,-1,-18%,11%,i,-5%[11.4 µM],-1%,-2%,32%[activator],6%
COc1ccc([N+](=O)[O-])cc1NC(c1nnc(-c2ccccc2)o1)c1ccccc1F (centres undefined),4,-25%,17%[57.1 µM],-2%,6%[57.1 µM],3%,-9%,8%,28%
O=C(Oc1c(CN2CCOCC2)cc(Cl)c2cccnc12)c1ccccc1Cl,-30,-26%,22%[57.1 µM],0%,7%[57.1 µM],3%,?,34%,8%

# The list continues:
SMILES,PI4K2A inh,USP1 inh,rTrxR1 inhibitor,PGK inhibitor,TrxR1 substrate,Pin1 inh,GLS inhibitor,HP1b binding inh,mIDH1 inhibitor
CC1=NN(C(C#N)c2cccc([N+](=O)[O-])c2)C(C)(C)C1 (centres undefined),-2,-10%,-6%,i,6%,-3%,6%,6%,6%
COc1ccc(CCNS(=O)(=O)c2c(C)nc3sccn3c2=O)cc1OC,2,-34%,-11%,i,-12%,2%,2%,31%,13%
Cc1ccsc1/C=N/NC(=O)c1ccc([N+](=O)[O-])cc1,-2,-9%,27%[57.1 µM],0%,-6%[57.1 µM],6%,-5%,24%,-1%
Cc1nc(SC2C=CS(=O)(=O)C2)n[nH]1 (centres undefined),1,-5%,13%,-7%,1%,1%,-12%,8%,-1%
CCN(CC)S(=O)(=O)c1ccc(NC(=O)c2ccc3c(=O)n4c(nc3c2)CCCCC4)cc1,2,?,20%,3%,9%,13%,-3%,38%,0%
CCN(C[C@H]1N[C@@](CC)(C(=O)OC)[C@H]2C(=O)N(Cc3ccccc3)C(=O)[C@@H]12)C(=O)c1ccc(C(C)(C)C)cc1,7,-22%,15%,-1%,-8%,?,-3%,26%,-6%[38.3 µM]
COc1ccccc1C1C2C(=O)N(c3ccccc3)C(=O)C2ON1c1ccccc1 (centres undefined),4,-18%,18%,1%,0%,16%,0%,22%,7%
CCC(Oc1ccc(Cl)cc1)C(=O)N1CC(=O)Nc2ccccc21 (centres undefined),3,2%,2%,-1%,-8%,-1%,6%,17%,4%
Cc1noc(N)c1C(=O)Nc1ccc(F)cc1,0,-14%,13%[57.1 µM],-4%,-6%,-3%,-14%,64%[activator],-1%
COc1cccc(/C=N/NC(=O)CCn2c3ccccc3c3ccccc32)c1,4,-19%,15%,10%,11%,-3%,-2%,27%,-7%
C/C(=N\NC(=O)Cc1c(Cl)cccc1Cl)c1cccnc1,-3,-7%,10%,-6%,5%,-4%,1%,24%,5%
O=C(Cc1cc(=O)[nH]c(=O)[nH]1)NCC1CCCO1 (centres undefined),3,4%,17%,-5%,-1%,19%,2%,44%[activator],-4%
Cc1ccc(N2C(=O)C(CN3CCCCC3)C2c2ccccc2)cc1 (centres undefined),11,?,22%[57.1 µM],-4%,8%[57.1 µM],-2%,6%,89µM*,9%
CC(C)Nc1nc(NC(C)C)nc(NS(=O)(=O)c2ccc(N)cc2)n1,1,-2%,11%,-7%,-8%,-7%,.,22%,4%
COc1ccc(Cl)cc1N1C(=O)/C(=C\c2sccc2C)N=C1SCC(=O)NC1CC1,-3,-14%,20%[57.1 µM],-2%,3%[57.1 µM],43%[activator],0%,25%,1%
COc1ccc(-c2cc(C(=O)Nc3sc4c(c3C#N)CCCC4)no2)cc1OC,-2,-15%,23%,-9%,12%,-7%,8%,-8%,-14%
Nc1nc(N)c2[nH]c(-c3ccccc3)nc2n1,1,-14%,6%[57.1 µM],-3%,463%[activator][57.1 µM],-1%,3%,33%,-3%
CC(=O)OC(C)(CCC(C)(OC(C)=O)C(C)=O)C(C)=O (centres undefined),0,-9%,8%,3%,2%,-9%,4%,24%,1%
COc1cc(C)ccc1OCc1cc(C(=O)N2CCC(c3ccc(F)cc3)C2)no1 (centres undefined),0,1%,7%,-2%,0%,-1%,-10%,5%,-1%
Cc1ccc(CNC(=O)c2ccc(Cn3c(=O)c4ccccc4n(CC(=O)Nc4ccc(C)cc4C)c3=O)cc2)cc1,-2,-29%,3%,-10%,0%,1%,-1%,37%,10%
S=c1[nH]nc(C2COc3ccccc3O2)o1 (centres undefined),-2,-13%,-15%,-16%,4%,8%,13%,17%,0%
COc1cccc(C2CC(C(F)(F)F)n3ncc(C(=O)NCC4CCCO4)c3N2)c1 (centres undefined),-5,-1%,23%,.,12%,0%,14%,18%,10%
COc1ccc(C2(C(=O)NCc3ccco3)CCCC2)cc1OC,0,-19%,0%[57.1 µM],-10%,10%[57.1 µM],-2%,-9%,35%,0%
C[C@@H]1CN([C@@H](C)CO)C(=O)CCCn2nncc2CO[C@@H]1CN(C)C(=O)Nc1ccc2c(c1)OCO2,-5,-25%,.,i,.,.,14%,.,8%
CNS(=O)(=O)c1cc(OC)ccc1OC,-9,-6%,12%,.,-1%,2%,-5%,7%,3%

# Single records, as listed above. Screens in order: PI4K2A inh, USP1 inh, rTrxR1 inhibitor, PGK inhibitor, TrxR1 substrate, Pin1 inh, GLS inhibitor, HP1b binding inh, mIDH1 inhibitor
# `CC(=O)OC(C)(CCC(C)(OC(C)=O)C(C)=O)C(C)=O` (centres undefined) in the list: 0, -9%, 8%, 3%, 2%, -9%, 4%, 24%, 1%
# `CCN(C[C@H]1N[C@@](CC)(C(=O)OC)[C@H]2C(=O)N(Cc3ccccc3)C(=O)[C@@H]12)C(=O)c1ccc(C(C)(C)C)cc1` in the list: 7, -22%, 15%, -1%, -8%, ?, -3%, 26%, -6%[38.3 µM]

# Only part of the results is shown; rates above refer to the full screens.
